Source: PubChem BioAssay (National Center for Advancing Translational Sciences (NCATS))
DT40 TDP1 no CPT – qHTS for Inhibitors of human tyrosyl-DNA phosphodiesterase 1 (TDP1): qHTS in cells in absence of CPT | DT40 Tdp1-/- hTDP1 cells, no CPT, ATP luminescence, 48 h | Potency, µM (series often up to 46.2 µM), inactives show at the top dose activity change, negative = growth inhibition, hits mostly inhibitors | actives 15% (n = 420,000); note: nearly all actives have a fitted effect of over 55% in size
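No-CPT arm: Tdp1-/-;hTDP1 DT40 cells (400/well) plus compounds, incubated ≥48 hr at 37 °C. Readout CellTiter-Glo luminescence.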
TDP1 block – qHTS Assay for Inhibitors of Tyrosyl-DNA Phosphodiesterase (TDP1); Tyrosyl-DNA phosphodiesterase 1 (Homo sapiens), Q9NUW8; recombinant TDP1, AlphaScreen DNA substrate cleavage; Potency, µM (top dose mostly 130 µM), without a hit: top-dose activity change, negative = inhibition, most hits filed as inhibitors; actives 0.28% (n = 350,000); note: nearly all actives have a fitted effect of over 40% in size
Target sequence (Q9NUW8 whole entry, looked up): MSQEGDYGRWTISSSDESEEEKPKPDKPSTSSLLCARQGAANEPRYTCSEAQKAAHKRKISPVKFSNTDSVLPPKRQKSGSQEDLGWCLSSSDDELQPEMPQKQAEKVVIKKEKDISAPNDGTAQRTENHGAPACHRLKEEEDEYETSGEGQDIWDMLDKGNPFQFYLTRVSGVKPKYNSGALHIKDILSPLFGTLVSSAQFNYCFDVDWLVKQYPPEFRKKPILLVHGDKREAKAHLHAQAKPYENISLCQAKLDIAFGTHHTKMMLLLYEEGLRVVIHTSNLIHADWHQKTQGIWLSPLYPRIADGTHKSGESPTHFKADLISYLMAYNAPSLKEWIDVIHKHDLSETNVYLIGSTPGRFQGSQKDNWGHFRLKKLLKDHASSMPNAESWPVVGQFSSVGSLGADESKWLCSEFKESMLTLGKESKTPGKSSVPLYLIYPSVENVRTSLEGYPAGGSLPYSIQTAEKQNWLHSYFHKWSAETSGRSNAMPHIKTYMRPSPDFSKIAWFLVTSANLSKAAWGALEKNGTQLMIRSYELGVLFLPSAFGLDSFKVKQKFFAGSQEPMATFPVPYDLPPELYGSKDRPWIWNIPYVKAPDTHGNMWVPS
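Tdp1 1 nM final; 15 min RT w/ cpd; substrate 15 nM, 5 min; beads 10 ug/ml, 10 min; AlphaScreen read. Neg ctrl: no enzyme.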
KAT2A inh – qHTS Assay for Inhibitors of GCN5L2. Histone acetyltransferase KAT2A (Homo sapiens), Q92830. Potency, µM (titrated, usually from 58.9 µM), for the others: top-dose activity change, negative = inhibition, hits mostly inhibitors. actives 0.21% (n = 390,000). GCN5L2 HAT assay, ThioGlo1 CoA-SH fluorescence
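Titration-based screen in which CoA formation is detected via maleimide probe ThioGlo1 (50uM) turning fluorescent on thiol reaction; substrates H3(1-25) 75uM and acetyl-CoA 70uM, GCN5L2 20nM, 20 min incubation at room temperature.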
* = called active by the depositor; ? = inconclusive; nt = not tested or not shown; [ ] = remark or other dose. Calls come from the whole dose curve; as a rule, active = well fitted curve in the direction sought with a large enough effect; inconclusive = small, poorly fitted or top-dose-only effect, or another doubt; inactive = no such curve, though single readings can be large; an effect the other way counts as inactive or inconclusive. % is set by controls: 0 for no effect and ±100 for the full control effect; potency is the fitted concentration of half-maximal effect. These rows are one share of the data (hit frequency here may not be typical).

entry	SMILES	DT40 TDP1 no CPT	TDP1 block	KAT2A inh
1	Cc1ccc(NC(=O)C(OC(=O)c2ccc(NC(N)=O)cc2)c2ccccc2)cc1Cl (stereo unspecified)	?	3%	-1%
2	O=C(NCc1ccccn1)C1CCN(C(=O)c2cc3sccc3n2Cc2ccc(F)cc2)CC1	23µM*	5%	-5%
3	COc1ccc(CCNC(=O)c2c(C)nn(CC(C)C)c2Cl)cc1OC	-13%	3%	-1%
4	CC1(C(=O)NCc2ccc(F)cc2)Oc2ccccc2NC1=O (stereo unspecified)	-8%	4%	12%
5	Cc1ccc(-n2cccc2/C=C2\C(=N)N3N=C(c4ccco4)SC3=NC2=O)cc1	5%	56µM*	?
6	COc1ccccc1NS(=O)(=O)c1ccc(NC(=O)c2nc3nc(C)cc(C(F)F)n3n2)cc1	-27%	-2%	0%
7	COc1cc(/C=C/c2nc3ccccc3c(=O)[nH]2)cc(Br)c1O	-5%	-18%	-8%
8	O=C(NNC(=O)c1ccccc1-n1cccc1)c1ccc(Cl)c(Cl)c1	?	1%	-17%
9	O=C(COC(=O)C1CCC(=O)N1)Nc1ccc(Oc2ccccc2)cc1 (stereo unspecified)	-14%	0%	-1%
10	O=C(Nc1cccc(F)c1)c1ccc(-c2ccccc2Cl)o1	16µM*	-5%	-12%
11	COc1ccc2nc(Cl)cc(Cl)c2c1	8%	2%	-1%
12	Cc1ccc(NS(=O)(=O)c2cccc3nsnc23)cc1C	-26%	nt	-14%
13	COc1ccc(-c2nc(SCC(=O)NCC3CCCO3)c(-c3ccc(C)cc3)[nH]2)cc1OC (stereo unspecified)	?	0%[12.3 µM]	-7%
14	COc1ccc(C2CC(=O)Nc3sc(=N)c4c(N)c(C#N)c(N)nc4c32)cc1OC (stereo unspecified)	-16%	-1%	-12%
15	Cc1ccc(NC(=O)CN2C(=O)c3ccccc3Sc3ccc(C(=O)N4CCOCC4)cc32)c(Cl)c1	?	4%	1%
16	O=C(Nc1cccc(S(=O)(=O)NCc2ccco2)c1)c1cccc(Cl)c1	?	0%	1%
17	COc1ccc(CCn2c3c(c(=O)[nH]c2=O)C(NC(=O)c2ccccc2F)(C(F)(F)F)C(=O)N3)cc1OC (stereo unspecified)	2%	4%	12%
18	O=C1c2cccnc2C(Nc2ccccc2Br)N1Cc1ccco1 (stereo unspecified)	10%	3%	-1%
19	COc1ccccc1CN1C(=O)C(=O)N(Cc2cccc(C)c2)C1=O	0%	nt	-13%
20	O=C(Cc1ccsc1)Nc1cc(F)ccc1F	0%	3%[0.0935 µM]	1%
21	COc1ccc(/C=C/C(=O)NCC(=O)N/N=C/c2ccc(OC)cc2)cc1	-7%	3%	-10%
22	O=C1c2ccccc2C(O)(c2ccccc2)N1C1CC1 (stereo unspecified)	3%	-1%	-7%
23	Cc1ncc(CO)c(/C=N/NC(=O)c2cc3c(s2)CCCC3)c1O	7.3µM*	8%	-21%
24	COCCn1c(=N)c(C(=O)NC(C)c2ccccc2)cc2c(=O)n3cc(C)ccc3nc21 (stereo unspecified)	-10%	nt	-8%
25	Cc1ccc(C)c(NC(=O)CN(C)C(=O)c2nn(C)c(=O)c3ccccc23)c1	?	1%	0%
26	CC1CCCCC1NC(=O)CSCC(=O)O (stereo unspecified)	-3%	5%	2%
27	CC(=O)Nc1ccc(NC(=O)C(C)OC(=O)C2CCCCC2)cc1 (stereo unspecified)	-17%	1%	1%
28	Cn1c(NCCO)nc2c1c(=O)n(Cc1ccccc1Cl)c(=O)n2C	0%	3%	-6%
29	O=C(NCCN1CCOCC1)Nc1cccc(Cl)c1	3%	3%	-6%
30	Cc1cccc(C)c1N(CC(=O)N1CCN(C)CC1)S(C)(=O)=O	-5%	5%	-2%
31	COc1ccccc1CNCc1cccc(Oc2ccccc2)c1	?	-8%	-10%
32	CC(C)Cn1c(NCCN(C)C)nc2c1c(=O)[nH]c(=O)n2C	-14%	5%	-1%
33	O=C1CCC(C(=O)N2CCC(O)CC2)CN1CCc1ccc(Cl)cc1 (stereo unspecified)	-2%	4%	-8%
34	O=C(OCCN=C1NS(=O)(=O)c2ccccc21)c1ccco1	-20%	1%	0%
35	CCCCOc1ccc(CN(CCO)CCO)cc1[N+](=O)[O-]	-2%	-3%	-4%
36	COc1c(C)cccc1C(=O)Nc1ccc(N2CCOCC2)c(Cl)c1	?	5%	-7%
37	COc1ccc(-c2nc(C)c(CCNC(=O)C(=O)Nc3c(C)cccc3C)s2)cc1OC	nt	9%	2%
38	Cn1c(CNC(=O)c2ccc(F)cc2)cc2ccccc21	-24%	3%	2%
39	CCN1CCN(Cc2c(O)ccc3oc(C)c(C(=O)Nc4ccc(OC)c(Cl)c4)c23)CC1	?	7%	2%
40	COc1cc(C2C(=O)N(C3CCCCCC3)CC(=O)N2CCc2ccccc2)ccc1OC(C)C (stereo unspecified)	13µM*	10%	-4%
41	O=S(=O)(c1ccc(-c2ccon2)s1)N1CCN(c2ccncc2)CC1	-1%	nt	3%
42	O=C(COC(=O)c1ccccc1)Nc1cc(S(=O)(=O)N2CCCCCC2)ccc1Cl	?	0%	-4%
43	COc1cccc(-c2cc(C(F)(F)F)n3nc(-c4ccc(C)cc4)cc3n2)c1	-15%	-1%	-14%
44	COc1ccc(CCN2C(=O)CSC2=Nc2ccc(C(C)C)cc2)cc1OC	9.2µM*	4%	-2%
45	Cc1cccnc1Sc1c([N+](=O)[O-])ncn1C	2%	1%	-1%

The list goes on; it opens with the three that closed the last part.
entry	SMILES	DT40 TDP1 no CPT	TDP1 block	KAT2A inh
43	COc1cccc(-c2cc(C(F)(F)F)n3nc(-c4ccc(C)cc4)cc3n2)c1	-15%	-1%	-14%
44	COc1ccc(CCN2C(=O)CSC2=Nc2ccc(C(C)C)cc2)cc1OC	9.2µM*	4%	-2%
45	Cc1cccnc1Sc1c([N+](=O)[O-])ncn1C	2%	1%	-1%
46	COc1cc(Cl)ccc1OCc1cc(C(=O)N2CCCC(OC)C2)no1 (stereo unspecified)	?	5%	-3%
47	CCOCc1c(C(=O)OCC(=O)/C(C#N)=C(\C)N)oc2ccccc12	-21%	8%	?
48	COc1ccc(S(=O)(=O)N2CCN(CC(=O)NCCc3cccs3)CC2)cc1	-12%	2%	-7%
49	CCOCCCn1c(SCC(=O)Nc2ccccc2OC)nc2ccccc2c1=O	16µM*	1%	-3%
50	Cc1ccc(N(CC(=O)NCc2ccccn2)S(=O)(=O)c2ccccc2)cc1C	-24%	7%	-11%
51	O=C(/C=C/c1cn(CC(O)CN2CCCCC2)c2ccccc12)c1ccccc1 (stereo unspecified)	?	1%	-6%
52	CCN(CC)CCNC(=O)C12CC3CC(C)(CC(C)(C3)C1)C2	-21%	0%	-10%
53	O=C(CSc1ccc2nnc(CCNC(=O)c3ccccc3)n2n1)NCc1ccccc1	-23%	3%	-5%
54	COc1ccc(NC(=O)/C(=C/c2cccs2)NC(=O)c2ccco2)cc1	-12%	-8%	-5%
55	COCCCNc1nc2ccccc2nc1NS(=O)(=O)c1cccc(C)c1	?	nt	-2%
56	Cc1ccc(S(=O)(=O)c2nc(Nc3ccccc3)sc2Cl)cc1	?	1%	-5%
57	O=c1c2sc3nc(N4CCOCC4)c4c(c3c2nnn1Cc1ccccc1)CCCC4	?	-3%	-12%
58	COc1ccc2cc(CCNC(=O)c3cc4ccccc4o3)c(=O)[nH]c2c1	?	1%	-15%
59	Cc1nn(S(=O)(=O)c2ccc(C(C)(C)C)cc2)c(C)c1S(=O)(=O)N1CCOCC1	5%	8%	-1%
60	O=C(c1ccco1)N1CCN(C(c2cccs2)c2nnnn2C2CCCCC2)CC1 (stereo unspecified)	-9%	7%	-2%

Reprinted from the part before: four entries; new compounds follow.
entry	SMILES	DT40 TDP1 no CPT	TDP1 block	KAT2A inh
57	O=c1c2sc3nc(N4CCOCC4)c4c(c3c2nnn1Cc1ccccc1)CCCC4	?	-3%	-12%
58	COc1ccc2cc(CCNC(=O)c3cc4ccccc4o3)c(=O)[nH]c2c1	?	1%	-15%
59	Cc1nn(S(=O)(=O)c2ccc(C(C)(C)C)cc2)c(C)c1S(=O)(=O)N1CCOCC1	5%	8%	-1%
60	O=C(c1ccco1)N1CCN(C(c2cccs2)c2nnnn2C2CCCCC2)CC1 (stereo unspecified)	-9%	7%	-2%
61	CC1(C)CC(NC(=O)C(C)(C)Oc2ccc(Cl)cc2)CC(C)(C)N1	-13%	nt	-2%
62	CCCCCn1c(=O)[nH]c2cc(C(=O)NCc3ccc(Cl)cc3)ccc2c1=O	2%	-3%	-1%
63	COc1ccccc1OCc1nc(-c2cccc([N+](=O)[O-])c2)no1	?	6%	-12%
64	Cc1cc(C)n2ncc(C(=O)NCc3cccnc3)c2n1	0%	-4%	-18%
65	Cc1ccc(S(=O)(=O)NCCC(=O)NC2CCC(C)CC2)cc1 (stereo unspecified)	3%	1%	2%
66	Cc1cc(C(=O)NNC(=O)c2nn(C)c(=O)c3ccccc23)c(C)o1	-9%	-1%	-7%
67	Cc1ccc(CNS(=O)(=O)NCc2ccc(Cl)cc2)cc1	-4%	2%	-7%
68	Cc1ccc([N+](=O)[O-])c(OCC(O)CNC(C)(C)C)c1 (stereo unspecified)	-21%	7%	-4%
69	COc1ccc(CNC(=O)C2CCN(S(=O)(=O)c3ccc4c(c3)CC(C)N4C(C)=O)CC2)cc1 (stereo unspecified)	-23%	1%	-1%
70	COc1ccc(S(=O)(=O)N=C2C=C(C)C(=O)C(C)=C2)cc1	21µM*	6%	?
71	Cc1c(NC(=O)NCCN2C(=O)C3C4C=CC(C4)C3C2=O)c(=O)n(-c2ccccc2)n1C (stereo unspecified)	-2%	1%	-5%
72	CN(C)/C(=N\S(=O)(=O)c1ccccc1)c1ccccc1	-7%	0%	1%
73	CCn1c(Oc2ccccc2F)nc2c1c(=O)n(C)c(=O)n2C	?	nt	0%
74	O=C(CSCc1nc2scc(-c3cccs3)c2c(=O)[nH]1)Nc1ccccn1	7%	3%	?
75	Cc1ccc(CN2CCN(/N=C\C(Br)=C\c3ccccc3)CC2)cc1	8.2µM*	6%	19%
76	COc1ccccc1N=C1SCC(=O)N1c1ccccc1OC	?	8%	-8%
77	O=C(NC1(Cc2ccccc2)CCN(Cc2ccc(-c3ccccc3)cc2)C1=O)c1ccccc1 (stereo unspecified)	23µM*	1%	-8%
78	COc1ccccc1N1CCN(CC(=O)Nc2ccc(S(=O)(=O)N3CCCCCC3)cc2)CC1	?	0%[56.1 µM]	-10%
79	Cc1ccc(C(=O)N/C(=C/c2ccc(Cl)cc2)C(=O)NCC2CCCO2)cc1 (stereo unspecified)	?	6%	1%
80	O=C(O)COc1ccccc1/C=N/NC(=O)/C(=C\c1ccc2c(c1)OCO2)NC(=O)c1ccccc1	?	3%	-11%
81	COc1ccc(C)cc1NC(=O)c1ccoc1C	-22%	2%	-3%
82	COc1ccc(OC)c(-c2cc(C(=O)Nc3cc(C)on3)no2)c1	-3%	2%	-18%
83	O=C(Nc1cccc(S(=O)(=O)NC2=NCCCCC2)c1)c1cccnc1Cl	15%	3%	-4%
84	CC(NC(=O)CCc1ccccc1)c1ccc2c(c1)OCO2 (stereo unspecified)	15%	nt	-10%
85	CC(C)N(C(=O)CSc1nc2ccccc2n1Cc1ccccc1F)C(C)C	16µM*	2%[56.1 µM]	-6%
86	COc1cccc(-n2c(SCc3cc(=O)oc4cc(O)c(O)cc34)nc3ccccc3c2=O)c1	?	-3%	?
87	CCOC(=O)/C(C#N)=C/c1c(OCC)n(CC)c2ccccc12	?	0%	-6%
88	CCC(=O)Nc1ccc(CC)cc1-c1nc2ccccc2n(Cc2ccccc2)c1=O	?	3%	4%
89	COc1ccccc1N1CCN(c2ncnc3c2cnn3-c2cccc(Cl)c2)CC1	?	8%	13%
90	COc1ccc(N2CCN(C(c3ccco3)c3sc4nc(C)nn4c3O)CC2)cc1 (stereo unspecified)	-25%	0%	-2%
91	O=C(CC1OC(=O)c2ccccc21)NCC1COc2ccccc2O1 (stereo unspecified)	-1%	-10%[0.505 µM]	?
92	O=C(O)c1ccc(N2C(=O)CC(N3CCC(c4nc5ccccc5[nH]4)CC3)C2=O)cc1 (stereo unspecified)	13%	-1%	-15%
93	CCOC(=O)N1CCN(Cc2nc(-c3cccs3)no2)CC1	0%	6%	-17%
94	Cc1sc(NC(=O)CSc2ncn(-c3ccccc3)n2)nc1-c1ccccc1	-58%	4%	-5%

Whole records, looked up by structure. Values in the order: DT40 TDP1 no CPT, TDP1 block, KAT2A inh
`CCOC(=O)N1CCN(Cc2nc(-c3cccs3)no2)CC1` is listed with 0%, 6%, -17%
`Cc1sc(NC(=O)CSc2ncn(-c3ccccc3)n2)nc1-c1ccccc1` is listed with -58%, 4%, -5%
